Screening results deposited in PubChem by Broad Institute.
Cneo AK release: Cryptococcus neoformans lysis via adenylate kinase release; lysis activity, % at 15 µM; C. neoformans lysis, adenylate kinase release luminescence, 4 h; normalised: neutral wells 0, clomiphene wells 100; 360,000 compounds, 0.2% hits; AID 651654;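 active = mean lysis activity across replicates of at least 80%, whatever share of replicates individually reach that level; inactive = mean lysis activity below 80%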
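Test system: log-phase Cryptococcus neoformans yeast cells; Quantity: yeast cell density of 5 × 10^6 cells/mL; Buffer or medium: YPD; Doses: single compound concentration per well; Timing: 4 h at 37 °C static, read 1 h later; Measured by: AK luminescence; Read-out basis: lysis from increased AK signal; Control set: Clomiphene as positive control.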
ARNT TACC3 PPI: disruptors of human ARNT/TACC3 interaction | Q9Y6A5 | AlphaScreen His-ARNT PAS-B/GST-TACC3 binding, luminescence; TACC3 fragment carries E629A point mutation | inhibition, % at 9.99 µM | 390,000 compounds, 0.66% hits | AID 623870;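 active = mean inhibition of replicates at least 50% and at least half of replicates each reaching 50%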;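 note: 0% = complete ARNT plus TACC3 wells and 100% = ARNT alone without TACC3; many hits fall short of the cut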
PAX8 inh HTS: inhibitors of PAX8 transcriptional activity in RMG-I cells. RMG-I TPO-luciferase reporter, SteadyGlo, 24 h. AID 652154. inhibition, % at 12.6 µM. 360,000 compounds, 1.2% hits;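 active = mean replicate inhibition at least 60% with every replicate also reaching 60%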;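 note: luciferase light reporting Pax8 driven TPO promoter activity; plate controls were median of neutral control wells for no effect and mitoxantrone controls for full effect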
PGC1a acetyl inh: lowers PGC1a acetylation signal in U2OS cells; AlphaScreen anti-acetyl-lysine; with virally co-expressed GCN5 acetyltransferase; inhibition, % at 15.6 µM; 350,000 compounds, 0.17% hits; AID 651687;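 active = every replicate shows inhibition of at least 40%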;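 note: 0% = neutral control wells and 100% = positive control wells; some results beyond the cut were filed as inactive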
PglD inh: blocks C. jejuni PglD acetyltransferase activity; purified PglD enzyme, DTNB colorimetric CoA detection; AID 602405; inhibition, % at 12.5 µM; 360,000 compounds, 0.098% hits; in the data active = inhibition above about 16%, passing the limit was not always enough; note: strong numbers were not always called active
LGR2 inh: inhibitors of bursicon-induced Drosophila LGR2 receptor cAMP signaling; inhibition, % at 9.99 µM; AID 720647; 380,000 compounds, 0.35% hits; HEK293 LGR2, CRE-luciferase, bursicon-stimulated, 4 h;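 active = drop in luminescence signal, shown as inhibition above about 50% in the replicate tests, limit read from the data, passing the limit was not always enough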;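 note: agonist challenge used bursicon conditioned medium at about half maximal strength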
C2C12 statin: suppressors of simvastatin-induced myotoxicity in C2C12 myotubes; 330,000 compounds, 0.78% hits; rescue of ATP level, % at 7.49 µM; ATP luminescence, 48 h; scaled: DMSO 0, geranylgeraniol control 100;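 active = mean ATP rescue above about 67%, or every replicate alone reaching that limit, limit read from the data, passing the limit was not always enough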;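 note: myotubes were challenged with 10 µM simvastatin during compound exposure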
GSIS activator: primary screen for activators of insulin secretion dependent on glucose, INS-1E cells, GLuc reporter luminescence | INS-1E GLuc reporter insulin secretion, 2-3 h | activation, % at 16.6 µM | 370,000 compounds, 0.61% hits;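 active = lowest replicate activation of at least 40%, so every replicate reaches that level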;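 note: 0% = median of neutral control wells and 100% = median of IBMX positive control wells; some compounds called inactive have numbers as strong as hits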
The depositor's hits bear a star; . = not tested or not shown.

Short forms: A = Cneo AK release; B = ARNT TACC3 PPI; C = PAX8 inh HTS; D = PGC1a acetyl inh; E = PglD inh; F = LGR2 inh; G = C2C12 statin; H = GSIS activator
COC(=O)C1C(=O)NCC1c1ccc(OC)cc1 (stereo not given)
  A: 0; B: 1; C: .; D: 3; E: 12; F: 4; G: 17; H: 2
CN1C(=O)c2cc(NC(=O)C3CC3)ccc2OC[C@H]2O[C@H](CC(=O)NC3CCC3)CC[C@@H]21
  A: -9; B: 13; C: -6; D: 7; E: 6; F: 12; G: -61; H: 4
COC(=O)C1=C(C)NC(=O)NC1c1cccc(OC)c1OCc1ccccc1 (stereo not given)
  A: -6; B: 1; C: .; D: 3; E: 4; F: .; G: 10; H: .
c1ccc(Cn2nnc(-c3ccccc3)n2)cc1
  A: 4; B: -4; C: -65; D: -10; E: -7; F: .; G: 15; H: .
CC1Cc2ccccc2N1C(=O)COc1nc2ccccc2nc1N1CCOCC1 (stereo not given)
  A: 0; B: -1; C: .; D: -3; E: -6; F: .; G: 14; H: .
CCOC(=O)c1cccc(NC(=O)c2ccc(F)cc2F)c1
  A: -2; B: -13; C: -175; D: 0; E: 4; F: -70; G: -29; H: 7
COc1ccc(S(=O)(=O)NCc2ccc(C(=O)NCCCN3CC(C)CC(C)C3)cc2)cc1 (stereo not given)
  A: 0; B: 0; C: 4; D: 4; E: -3; F: 8; G: -13; H: 4
CCCCOC(=O)Nc1ccc(S(=O)(=O)Nc2nccs2)cc1
  A: .; B: 5; C: -14; D: 3; E: .; F: -16; G: .; H: .
CCc1cc(=O)oc2cc(C)cc(OCC(=O)N[C@@H](CSCc3ccccc3)C(=O)O)c12
  A: -2; B: 18; C: .; D: 4; E: 0; F: 6; G: -2; H: 3
Cc1cc(C)n2nc(C(=O)Nc3ccc(S(=O)(=O)N4CCCC4)cc3)nc2n1
  A: -3; B: -10; C: 19; D: -1; E: 1; F: 5; G: 8; H: 13
COc1ccc(CN2CCC(CNS(=O)(=O)c3cccc(C(F)(F)F)c3)CC2)cc1
  A: 4; B: -1; C: 11; D: .; E: -4; F: 1; G: -15; H: -48
CC(NC(=O)CSc1nnc(-c2cccc(S(=O)(=O)N3CCCCC3)c2)o1)C12CC3CC(CC(C3)C1)C2 (stereo not given)
  A: 13; B: -15; C: .; D: -17; E: 2; F: .; G: -18; H: .
O=C(Cc1ccccc1F)c1ccc(O)cc1O
  A: 1; B: 1; C: -5; D: -4; E: -2; F: -23; G: .; H: -16
Cc1noc(C)c1S(=O)(=O)Nc1ccc2c(c1)C(=O)N([C@@H](C)CO)C[C@@H](C)[C@@H](CN(C)C(=O)Nc1ccc3c(c1)OCO3)OCCCC[C@@H](C)O2
  A: 4; B: 7; C: .; D: 5; E: -2; F: 11; G: .; H: 5
CN(CC(=O)Nc1ccccc1Br)C(=O)c1ccccc1Sc1ccccc1C#N
  A: 3; B: 1; C: 14; D: .; E: -1; F: 2; G: 2; H: -34
Cc1ccc(C)c(S(=O)(=O)Nc2nc3ccc(S(N)(=O)=O)cc3s2)c1
  A: .; B: 2; C: -20; D: 2; E: .; F: 11; G: .; H: 10
CCOC(=O)CC(NC(=O)c1ccc(C)cc1)c1ccc(C)cc1 (stereo not given)
  A: -1; B: -5; C: -8; D: -3; E: 1; F: .; G: -4; H: .
O=C(CNC(=O)c1cccnc1)N=Nc1c(O)[nH]c2c(Br)cc(Br)cc12
  A: 7; B: -2; C: 30; D: .; E: 12; F: 1; G: -15; H: 18
CCN(CC)S(=O)(=O)c1ccc(N2CCOCC2)c(NC(=O)C23CC4CC(CC(Cl)(C4)C2)C3)c1
  A: .; B: -32; C: 9; D: .; E: .; F: 0; G: .; H: -14
COc1ccc(C(CNC(=O)C2CC(=O)N(Cc3ccc(C)cc3)C2)N(C)C)cc1 (stereo not given)
  A: -3; B: 5; C: .; D: .; E: -4; F: .; G: -7; H: .
COc1ccccc1/C=C/C(=O)Nc1cccc(S(=O)(=O)N2CCOCC2)c1
  A: -2; B: 10; C: -3; D: -7; E: -3; F: -14; G: -17; H: 1
COc1ccc(CNC(=O)CSc2nc3ccc(C)cc3[nH]2)cc1
  A: -3; B: 5; C: -25; D: 9; E: 2; F: -2; G: 1; H: 4
CSc1ccccc1C(=O)Nc1cc(C)cc(C)c1
  A: 3; B: 0; C: -10; D: -15; E: 5; F: .; G: 9; H: .
COc1ccc(N2C(=O)CC(c3ccccc3)CC2=O)cc1
  A: -2; B: -5; C: -4; D: 7; E: -2; F: -11; G: 1; H: 0
Cc1ccc(C)c(S(=O)(=O)c2c[nH]c(=S)[nH]c2=O)c1
  A: 0; B: -2; C: 10; D: -3; E: 5; F: 1; G: 5; H: 11
COC(=O)NNC(=O)c1ccccc1OC
  A: .; B: -4; C: 3; D: 11; E: .; F: 12; G: .; H: -4
CC(=O)Nc1ccc(S(=O)(=O)NC2C3(C)CCC(C3)C2(C)C)cc1 (stereo not given)
  A: 3; B: 1; C: 6; D: -1; E: -4; F: 2; G: 3; H: -4
O=C(Nc1cccc2ccccc12)NC1CCS(=O)(=O)C1 (stereo not given)
  A: .; B: 5; C: -16; D: .; E: .; F: -5; G: .; H: 13
c1ccc(-c2ccc(CN3C[C@@H]4C(c5ccccc5)C5(c6ccccc6)CC4(C5)[C@H]3c3ccccc3)cc2)cc1 (stereo not given in full)
  A: 2; B: 6; C: -7; D: .; E: 4; F: .; G: 9; H: .
CCN(c1ccccc1)S(=O)(=O)c1ccc(OC)c(NC(=O)C2CC2)c1
  A: 1; B: -1; C: 6; D: -5; E: -2; F: -9; G: -4; H: -10
Cn1c(CSCc2ccc(Cl)cc2)nnc1SCC(=O)Nc1nc2ccccc2s1
  A: 0; B: -5; C: 19; D: -2; E: -5; F: .; G: -20; H: .
COc1cccc(-c2cc3nc(-c4ccccc4)cc(=O)n3[nH]2)c1
  A: -1; B: .; C: 0; D: .; E: 13; F: -66; G: -76; H: 20
COc1ccc(-n2nc(C(=O)NCC(=O)N(C)Cc3ccccc3)c3ccccc3c2=O)c(OC)c1
  A: 0; B: -1; C: 11; D: -11; E: -1; F: -7; G: 0; H: 5
Cc1noc(C)c1COc1ncnc2ccccc12
  A: .; B: -3; C: 17; D: 7; E: .; F: 13; G: .; H: -6
C[C@@H]1CN([C@H](C)CO)C(=O)Cc2cc(NC(=O)Cn3cnnn3)ccc2O[C@H]1CN(C)S(=O)(=O)c1cccs1
  A: -1; B: .; C: -16; D: 0; E: -1; F: 16; G: 29; H: 11
Cc1ccc(S(=O)(=O)Nc2ccc3c(c2)C(=O)N([C@H](C)CO)C[C@H](C)[C@H](CN(C)Cc2ccc(C(=O)O)cc2)OCCCC[C@H](C)O3)cc1
  A: 14; B: -14; C: 4; D: 4; E: 2; F: -8; G: .; H: 19
CCCNC(=O)N1C[C@@H]2[C@H](c3ccccc31)[C@@H](CO)N2C(=O)Nc1ccccc1
  A: 55; B: -8; C: -12; D: -4; E: 3; F: 2; G: 1; H: 3
COc1ccc(NS(=O)(=O)c2ccc(C)c(NC(=O)C3CCCO3)c2)cc1 (stereo not given)
  A: 0; B: 6; C: 5; D: .; E: -3; F: 7; G: 17; H: 3
COc1cccc(O)c1CN1CCCC(C(=O)c2cccc(C(F)(F)F)c2)C1 (stereo not given)
  A: 0; B: -2; C: 2; D: 2; E: 4; F: 11; G: -11; H: 3
O=C(C[C@H]1CC[C@H](NS(=O)(=O)c2ccc(F)cc2)[C@@H](CO)O1)NC1CCC1
  A: -5; B: -3; C: 6; D: 5; E: 4; F: 17; G: -2; H: -4
Cc1cccc(NC(=S)N2CCC(N(C)CC3CCCO3)CC2)c1C (stereo not given)
  A: 6; B: 14; C: .; D: 6; E: 1; F: .; G: -4; H: .
COc1ccc(C2NC(=O)NC3=C2C(=O)CCC3)cc1 (stereo not given)
  A: 0; B: -3; C: -2; D: .; E: 3; F: -4; G: -2; H: 28
O=C(O)c1cccc(-n2c(-c3cnccn3)n[nH]c2=S)c1
  A: 1; B: -15; C: -27; D: 0; E: 0; F: .; G: 2; H: -2
COc1ccc(-n2ncc3c2CC(C)(C)CC3NC(=O)CCN2CCCC2=O)cc1 (stereo not given)
  A: 5; B: -5; C: 12; D: .; E: -1; F: 9; G: 11; H: 3
Cc1ccc(C2(C(F)(F)F)NC(=O)N3CCCN=C3S2)cc1 (stereo not given)
  A: 0; B: -25; C: .; D: -4; E: 2; F: -1; G: -17; H: 2
C/C=C/c1ccc([C@H]2[C@@H](CO)N(C(=O)Nc3ccccc3F)[C@H]2C#N)cc1
  A: 3; B: -13; C: 4; D: -3; E: 0; F: 21; G: -1; H: -11
CO[C@@H]1CN(C)C(=O)c2ccc(NC(=O)c3ccc(Oc4ccccc4)cc3)cc2OC[C@H](C)NC[C@@H]1C
  A: -1; B: 0; C: 21; D: 1; E: -1; F: 14; G: -47; H: -16
O=c1ccc(Cl)nn1-c1ccccc1
  A: 2; B: -1; C: -4; D: 1; E: 2; F: .; G: .; H: .
CC=Cc1ccc2n(c1=O)C[C@@H]1[C@@H](CO)[C@H](C(=O)NCC)[C@H]2N1C(=O)C1CC1 (mixture of isomers)
  A: 1; B: -4; C: .; D: .; E: -3; F: -3; G: -11; H: 7
O=C(Nc1nccs1)[C@@H]1[C@@H](CO)[C@@H]2Cn3c(cccc3=O)[C@H]1N2C(=O)C1CCCC1
  A: -1; B: 7; C: 9; D: .; E: 0; F: -1; G: -6; H: 10
COc1ccc(CN(C)C[C@@H]2OCCCC[C@H](C)Oc3ccc(NC(=O)Nc4ccc(F)cc4)cc3C(=O)N([C@@H](C)CO)C[C@H]2C)cc1
  A: 0; B: 6; C: 12; D: -6; E: 15; F: 3; G: -166; H: -24
Oc1ccccc1C=NCCN=Cc1ccccc1O
  A: .; B: 4; C: 34; D: -7; E: .; F: -5; G: 5; H: -1
CC(C)(C)NCc1ccc(OCc2cccs2)cc1
  A: 0; B: 3; C: 2; D: 1; E: 6; F: 10; G: -8; H: -1
O=C(C[C@@H]1CC[C@@H]2[C@H](COC[C@@H](O)CN2Cc2ccccc2F)O1)NCc1ccccc1F
  A: 3; B: 1; C: 3; D: -3; E: -6; F: 1; G: 3; H: -1
Cn1nc(C(=O)OCC(=O)Nc2ccccc2OC(F)F)c2ccccc2c1=O
  A: 0; B: -7; C: 11; D: 4; E: -3; F: 9; G: 6; H: 20
CN(C)C(=O)COc1ccc(S(=O)(=O)c2ccc(OCC(=O)N(C)C)cc2)cc1
  A: -3; B: -6; C: -10; D: .; E: -6; F: 8; G: 8; H: 8

Some of these compounds in order of count of non-hydrogen atoms, high to low.
Short forms: A = Cneo AK release; B = ARNT TACC3 PPI; C = PAX8 inh HTS; D = PGC1a acetyl inh; E = PglD inh; F = LGR2 inh; G = C2C12 statin; H = GSIS activator
O=C(C[C@@H]1CC[C@@H]2[C@H](COC[C@@H](O)CN2Cc2ccccc2F)O1)NCc1ccccc1F
  A: 3; B: 1; C: 3; D: -3; E: -6; F: 1; G: 3; H: -1
O=C(Nc1nccs1)[C@@H]1[C@@H](CO)[C@@H]2Cn3c(cccc3=O)[C@H]1N2C(=O)C1CCCC1
  A: -1; B: 7; C: 9; D: .; E: 0; F: -1; G: -6; H: 10
CN(C)C(=O)COc1ccc(S(=O)(=O)c2ccc(OCC(=O)N(C)C)cc2)cc1
  A: -3; B: -6; C: -10; D: .; E: -6; F: 8; G: 8; H: 8
CC=Cc1ccc2n(c1=O)C[C@@H]1[C@@H](CO)[C@H](C(=O)NCC)[C@H]2N1C(=O)C1CC1 (mixture of isomers)
  A: 1; B: -4; C: .; D: .; E: -3; F: -3; G: -11; H: 7
Oc1ccccc1C=NCCN=Cc1ccccc1O
  A: .; B: 4; C: 34; D: -7; E: .; F: -5; G: 5; H: -1
O=c1ccc(Cl)nn1-c1ccccc1
  A: 2; B: -1; C: -4; D: 1; E: 2; F: .; G: .; H: .
